# PhoP GFP inhibition: PhoP regulon inhibitors, Salmonella typhi PhoP promoter GFP reporter, confirmatory (AID 1850); inhibition, % at 50 µM, or IC50 in µM where a hit was titrated; Salmonella Typhi PhoP-promoter GFP reporter, fluorescence, 4 h; higher % means a stronger effect; actives 0.33% (n = 310,000); in the data active = a potency from the dose series; inconclusive = inhibition mostly from about 25% at the one dose, without a potency; inactive = the rest, 99 in 100 with inhibition below about 19%;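 note: 0% = induced wells with vehicle and 100% = uninduced wells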
# VEEV TC-83 Vero: inhibitors of VEEV TC-83 cytopathic effect, confirmation, Vero cells (AID 588727); Vero cells, VEEV TC-83 cytopathic effect inhibition; higher % means a stronger effect; inhibition, % at 20 µM, or IC50 in µM where a hit was titrated; actives 0.13% (n = 350,000); in the data active = a potency from the dose series; inconclusive = inhibition mostly from about 14% at the one dose, without a potency; inactive = the rest, 99 in 100 with inhibition below about 12%; note: strong numbers were not always called active
# M. tuberculosis: growth inhibition of non-replicating M. tuberculosis (AID 488890) | Mycobacterium tuberculosis non-replicating, growth inhibition; higher % means a stronger effect | one-dose inhibition, % at 25 µM; IC50 in µM for titrated hits | actives 0.39% (n = 320,000); in the data active = a potency from the dose series; inconclusive = inhibition mostly from about 82% at the one dose, without a potency; inactive = the rest, 99 in 100 with inhibition below about 76%;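 note: plate controls were DMSO cells for no effect and high antibiotic wells for full effect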
# M. tuberculosis HTS: M. tuberculosis growth inhibition, HTS (AID 449762). M. tuberculosis H37Rv growth inhibition, 7H9 media; higher % means a stronger effect. inhibition, % at 25 µM, or IC50 in µM where a hit was titrated. actives 0.59% (n = 330,000); in the data active = a potency from the dose series; inconclusive = inhibition above about 70% without an active follow-up result;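 note: bacterial growth assessed after seven days of incubation; strong numbers were not always called active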
# influenza NS1A: H1N1 influenza NS1A inhibitors, functional cell based assay (AID 504329); NS1A functional cell-based assay, percent inhibition; higher % means a stronger effect; inhibition, % at 12.5 µM, or IC50 in µM where a hit was titrated; actives 0.3% (n = 340,000); in the data active = a potency from the dose series; inconclusive = inhibition above about 27% without an active follow-up result; note: strong numbers were not always called active
# VEEV TC-83 Vero 10K pilot screen: second read-out of VEEV TC-83 Vero, no call of its own (marks repeat the call); inhibition, %; measured here: 10K pilot screen inhibition
# The depositor's hits bear a star; i = inactive; u = inconclusive; x = not tested or not shown. Hits appear at their usual frequency; any-hit rate near 1.6%.
SMILES,PhoP GFP inhibition,VEEV TC-83 Vero,M. tuberculosis,M. tuberculosis HTS,influenza NS1A,others
CCCc1cc(=O)[nH]c(SCC(=O)NCc2ccc3c(c2)OCO3)n1,7%,2.0%,7%,3%,0%,
Cn1c(C(=O)N2CCCC(C(=O)NCc3cccs3)C2)cc2sccc21 (stereo not drawn),-13%,0.6%,-3%,-6%,0%,
CN1C(C(=O)c2ccccc2)=C(N)c2ccccc2S1(=O)=O,0%,6.6%,11%,10%,9%,
CC1(C)CC(=NOC(=O)c2ccccc2)CC(C)(C)N1,6%,1.5%,-4%,2%,-3%,VEEV TC-83 Vero 10K pilot screen=1.4
COC(=O)CN1C(=O)C(O)(CC(=O)c2ccc(C)cc2)c2ccccc21 (stereo not drawn),-1%,i,5%,-2%,-2%,
Cc1cccc(C)c1NC(=O)CN1CCN(C(=O)c2ccc(OCc3cn4ccccc4n3)cc2)CC1,x,i,1%,-3%,1%,
Cc1nn(Cc2ccccc2Cl)c2sc(C(=O)OC3CCCC3=O)cc12 (stereo not drawn),5%,2.3%,13%,-13%,5%,
CCOc1ccc(NC(=O)COC(=O)CCC(=O)c2cccs2)cc1,x,1.3%,52%,-1%,7%,
CCOc1ccc(-n2c(N)c(C(=O)NCc3ccco3)c3nc4ccccc4nc32)cc1,7%,6.7%,11%,2%,5%,
OCC#CC[N+]1(CC#Cc2ccccc2)CCCC1,-5%,i,11%,1%,3%,
CN(C)CCCOc1ccc2c(c1)Sc1ccccc1CC2=O,6%,i,3%,-2%,22%,
O=C(Nc1c2c(nn1-c1cccc(Cl)c1)CS(=O)(=O)C2)C1CC1,-5%,3.7%,-6%,5%,-12%,

# Of the compounds above, these have a Cl atom:
SMILES,PhoP GFP inhibition,VEEV TC-83 Vero,M. tuberculosis,M. tuberculosis HTS,influenza NS1A,others
Cc1nn(Cc2ccccc2Cl)c2sc(C(=O)OC3CCCC3=O)cc12 (stereo not drawn),5%,2.3%,13%,-13%,5%,
O=C(Nc1c2c(nn1-c1cccc(Cl)c1)CS(=O)(=O)C2)C1CC1,-5%,3.7%,-6%,5%,-12%,

# More entries follow:
SMILES,PhoP GFP inhibition,VEEV TC-83 Vero,M. tuberculosis,M. tuberculosis HTS,influenza NS1A,others
O=C(CCCOc1ccc(Cl)cc1Cl)Nc1ccccc1C(=O)O,-9%,21%,u,28%,-7%,
O=C(NCc1ccc(Cl)cc1Cl)c1ccc2nc[nH]c2c1,2%,i,18%,-4%,-5%,
Clc1ccc(OCCCN2CCc3ccccc3C2)c(Br)c1,-7%,0.1%,56%,11%,-4%,
CCSc1nnc(NC(=O)c2cc3c(s2)CCCC3)s1,5%,3.3%,-9%,-1%,-5%,
O=C(Nc1cc(Oc2ccccc2)cc([N+](=O)[O-])c1)C12CC3CC(C1)CC(n1cnc(Cl)n1)(C3)C2,2%,4.8%,59%,99%,6%,
COCCNC(=O)CN1C(=O)CSc2ccc(S(=O)(=O)N3CCOCC3)cc21,1%,3.4%,-15%,0%,2%,
O=C(Cn1nc(Cc2cccnc2)c2ccccc2c1=O)NCC1COc2ccccc2O1 (stereo not drawn),-9%,1.6%,-8%,-2%,-1%,
O=C(CCCCCN1C(=O)c2ccccc2C1=O)Nc1nccs1,-5%,i,0%,1%,-3%,
CN1CC=C2C(C#N)=C(N)C(C#N)(C#N)C(c3ccncc3)C2C1 (stereo not drawn),-17%,0.7%,-6%,-10%,-2%,
CCN1CC(C)C(O)(c2ccccc2)CC1C (stereo not drawn),1%,1.7%,-3%,-1%,-3%,
CN1CCN(S(=O)(=O)c2cccc(C(=O)Nc3cc(C(N)=O)cc(C(N)=O)c3)c2)CC1,-24%,2.2%,-1%,-2%,5%,
CC(C)C(=O)N=c1sc2cccc(F)c2n1C,3%,1.3%,4%,0%,-7%,
CCN(CC)c1ccc(C(=O)OCC(=O)Nc2ncccn2)cc1,x,0.7%,8%,4%,-7%,
COc1cc(C2Nc3ccccc3NC3=C2C(=O)CC(C)(C)C3)cc(OC)c1OC(C)=O (stereo not drawn),-4%,0.3%,1%,-5%,-6%,
Cc1ccc2c(c1)N(CC(=O)N1CCCC1)C(=O)C(C)O2 (stereo not drawn),-7%,0.5%,-4%,-4%,-18%,
c1ccc2c(c1)OC(CCCN1CCCCC1)c1ccccc1S2 (stereo not drawn),95µM*,5.1%,69%,9%,9%,
Cc1ccc(C)c(SCC(=O)Nc2cccnc2Cl)c1,0%,0.3%,16%,-5%,-13%,
CSCCC(NC(=O)C1CC1)c1nc2ccccc2[nH]1 (stereo not drawn),-4%,2.2%,-17%,-11%,-5%,
CC(C)=CCC/C(C)=C/CC/C(C)=C/COc1ccc2ccc(=O)oc2c1,x,i,21%,18%,-4%,VEEV TC-83 Vero 10K pilot screen=0.0
Cc1ccc(C)c(Nc2c([N+](=O)[O-])ccc3nonc23)c1,-10%,i,0%,7%,27%,
CCN1CCC[C@H]1CNC(=O)c1cc(S(N)(=O)=O)ccc1OC,7%,x,2%,10%,x,
CCc1ccccc1NC(=O)NC1CCCCCCC1,-2%,0.9%,-10%,-2%,-20%,
c1ccc2c(-c3ccncc3)c[nH]c2c1,-5%,4.7%,17%,9%,-13%,
CCOC(=O)c1c(NC(=O)CCS(=O)(=O)c2ccccc2)sc2c1CCN(C(C)C)C2,9%,10%,71%,2%,-4%,

# Compounds listed so far containing an aryl thioether with sulfur outside any ring, in the order listed:
SMILES,PhoP GFP inhibition,VEEV TC-83 Vero,M. tuberculosis,M. tuberculosis HTS,influenza NS1A,others
CCCc1cc(=O)[nH]c(SCC(=O)NCc2ccc3c(c2)OCO3)n1,7%,2.0%,7%,3%,0%,
CCSc1nnc(NC(=O)c2cc3c(s2)CCCC3)s1,5%,3.3%,-9%,-1%,-5%,
Cc1ccc(C)c(SCC(=O)Nc2cccnc2Cl)c1,0%,0.3%,16%,-5%,-13%,

# (continued)
SMILES,PhoP GFP inhibition,VEEV TC-83 Vero,M. tuberculosis,M. tuberculosis HTS,influenza NS1A,others
Cc1ccc(CNC(=O)C2CCCN2C(=O)Nc2ccc(F)cc2)cc1 (stereo not drawn),-1%,0.5%,8%,0%,-2%,
Cc1[nH]n(-c2ccccc2)c(=O)c1/C=N/N(C)c1ccccc1,3%,0.8%,77%,u,0%,
O=C(NCCN1C(=O)C2C3C=CC(C3)C2C1=O)Nc1cccnc1 (stereo not drawn),0%,i,-38%,0%,0%,
CC(C)/C=N/NC(=O)c1ccc(Cl)cc1,6%,0.9%,-2%,6%,-7%,
Cc1ccc(Cn2nnc3c(=O)[nH]c(C4CCN(S(=O)(=O)c5ccccc5F)CC4)nc32)cc1,7%,2.3%,13%,-3%,11%,
Cc1ccc(NC(=O)c2ccccc2NC(=O)Cc2ccccc2)cc1,12%,1.4%,43%,7%,-7%,
CCCCOc1ccc(NC(=O)CN2CCN(Cc3ccccc3)CC2)cc1,-4%,0.7%,i,u,3%,
CN(C)c1cc[n+](CC(=O)Nc2ccc(OC(F)F)cc2)cc1,21%,i,-2%,4%,8%,
CC(=O)C(C(C)=O)c1cc(NS(=O)(=O)c2ccccc2)ccc1NS(=O)(=O)c1ccccc1,2%,4.2%,-7%,2%,2%,
O=C(N/C(=C/c1cccnc1)C(=O)N1CCOCC1)c1ccco1,-4%,1.4%,-3%,5%,2%,
CCN(CC)C(=O)c1ccc(-c2ccccc2)cc1,0%,3.4%,-2%,8%,8%,
O=C(CSc1ccc([N+](=O)[O-])cn1)Nc1nccs1,8%,1.5%,u,u,7%,

# Reprinted from the part before: 7 entries, followed by the next part.
SMILES,PhoP GFP inhibition,VEEV TC-83 Vero,M. tuberculosis,M. tuberculosis HTS,influenza NS1A,others
Cc1ccc(NC(=O)c2ccccc2NC(=O)Cc2ccccc2)cc1,12%,1.4%,43%,7%,-7%,
CCCCOc1ccc(NC(=O)CN2CCN(Cc3ccccc3)CC2)cc1,-4%,0.7%,i,u,3%,
CN(C)c1cc[n+](CC(=O)Nc2ccc(OC(F)F)cc2)cc1,21%,i,-2%,4%,8%,
CC(=O)C(C(C)=O)c1cc(NS(=O)(=O)c2ccccc2)ccc1NS(=O)(=O)c1ccccc1,2%,4.2%,-7%,2%,2%,
O=C(N/C(=C/c1cccnc1)C(=O)N1CCOCC1)c1ccco1,-4%,1.4%,-3%,5%,2%,
CCN(CC)C(=O)c1ccc(-c2ccccc2)cc1,0%,3.4%,-2%,8%,8%,
O=C(CSc1ccc([N+](=O)[O-])cn1)Nc1nccs1,8%,1.5%,u,u,7%,
CS(=O)(=O)c1ccc(C(=O)NC2CCOC2=O)cc1 (stereo not drawn),4%,0.5%,-11%,-22%,-5%,
O=C(CCN1C(=O)[C@@H]2Cc3ccccc3CN2C1=O)Nc1cccc(F)c1,1%,1.1%,-9%,6%,0%,
COc1ccc(C(C)=O)cc1COC(=O)c1c(C)noc1C,10%,4.3%,17%,-6%,-11%,
CCn1c(=O)c(=O)[nH]c2cc(C(=O)N3CCN(Cc4ccc5c(c4)OCO5)CC3)ccc21,4%,1.5%,-16%,-1%,-9%,
CC1CCN(C(=O)COC(=O)/C=C/c2ccc([N+](=O)[O-])cc2)CC1,x,1.8%,78%,51%,-21%,
C/C(N)=C(/C#N)C(=O)CSc1nnc(Nc2cccc(C)c2)s1,0%,0.5%,20%,1%,27%,
CC(=N\Nc1ccccc1)/C(=N/O)C(=O)Nc1ccccc1,0%,0.7%,5%,-3%,-1%,
COc1cccc(NC(=S)N(Cc2ccc(C)cc2)Cc2ccccn2)c1,-10%,2.9%,8%,-2%,-1%,
Cc1cc(C)n2nc(C(=O)N3CCN(Cc4ccc5c(c4)OCO5)CC3)nc2n1,-18%,i,49%,-13%,-11%,
Oc1cccc(C(O)CNCc2ccc(-c3ccccc3)cc2)c1 (stereo not drawn),13%,4.5%,5%,11%,2%,
COc1ccc(Cl)c(CNC[C@H]2O[C@@H](n3cnc(C(N)=O)n3)[C@H](O)[C@@H]2O)c1,x,0.6%,x,x,13%,
COCCN(C(=O)CC1CCCCC1)c1c(N)n(CC(C)C)c(=O)[nH]c1=O,x,0.2%,-7%,-3%,5%,
O=C1N(c2ccccc2)c2ccccc2C1(O)C(F)(F)F (stereo not drawn),3%,1.1%,-7%,-2%,-1%,
O=C(c1n[nH]c(=O)c2ccccc12)N1CCOCC1,13%,2.4%,-21%,0%,-13%,
CN(C(=O)COC(=O)c1n[nH]c(=O)c2ccccc12)c1ccccc1,x,1.2%,-8%,-8%,-17%,
N#Cc1cc2c(nc1SCC(N)=O)CCCCC2,0%,0.0%,-11%,-7%,-2%,
Cc1c2cc[n+](CCN3CCCCC3)cc2c(C)c2c1[nH]c1ccc(O)cc12,x,0.1%,x,x,29%,
COc1ccc(NC(=O)Cc2c(O)c3ccccc3[nH]c2=O)cc1,-9%,0.5%,0%,-8%,3%,
O=C1CN(C(=O)COC(=O)[C@@H]2CC(O)CN2S(=O)(=O)c2ccc(Cl)cc2)c2ccccc2N1 (stereo partly drawn),x,1.6%,9%,-1%,-14%,
Cc1ccccc1-n1nnc2c(=O)oc3ccccc3c21,-26%,3.4%,0.44µM*,u,-18%,
CCCCCNCc1ccc(Cl)cc1,9%,1.9%,14%,-6%,-8%,
O=C(O)CSc1cc(C(F)(F)F)nc(-c2ccccn2)n1,-6%,3.6%,-3%,-7%,1%,

# Screening results (PubChem BioAssay)
